T cell modulator – modulates CD8 T cell binding to vesicles; 2C CD8+ T cell-vesicle binding, flow cytometry; stronger effect = lower value; calls only at 7 µM; 330,000 compounds, 0.068% hits; AID 2052;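 active means response, share of CD8 T cells binding vesicles, and their 90th percentile fluorescence all below set limits, cut at about 80% in these data, passing the limit was not always enough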
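Incubation: binding step 1.5 h, 37 °C, antibody labelling 20 min, ice; system: murine 2C transgenic CD8+ T lymphocytes; technique: cytometric PE anti-B7-1 and Alexa647 anti-CD8 signals after 1% paraformaldehyde fixation; also added: QL9-charged Drosophila Ld/ICAM-1/B7-1 vesicles; control set: naked versus QL9-loaded vesicles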
Myeloid diff MLP – myeloid differentiation induction. calls only at 10 µM. 360,000 compounds, 1% hits. ER-HoxA9 myeloid progenitors, lysozyme-GFP differentiation, flow cytometry;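 active means normalized GFP-positive differentiation at or above the plate's own cutoff, the solvent-only control mean plus 3 SD; inconclusive means no clear call, values can overlap the other calls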;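 further: cells exposed to compound for four days before flow analysis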
T cell modulator vesicle-bound % – also measured in T cell modulator; calls as there; double positive events, %; measured here: CD8+ vesicle-bound cell fraction;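 binding gate set so that unloaded-vesicle control wells show 10% double positive cells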
Myeloid diff MLP GFP+ MAC1+ % – further read-out of Myeloid diff MLP, marked with its call; GFP+ MAC1+ double positive, %; measured here: differentiation confirmed by MAC1 staining
* marks the source's active call; other numbers are inactive results; i = inactive; ? = inconclusive; / = no result given; + = active, no number.

Sample of the layout (three entries):
canonical_smiles | T cell modulator | T cell modulator vesicle-bound % | Myeloid diff MLP | Myeloid diff MLP GFP+ MAC1+ %
CN(CC(=O)NCC(c1ccco1)N1CCCCC1)S(=O)(=O)c1ccc(Cl)cc1 (centres undefined) | i | 19.6 | i | 0.3
O=C(COC(=O)c1ccc(O)cc1)Nc1ccc(S(=O)(=O)N2CCCC2)cc1 | i | 7.2 | i | 0.4
Nc1nc(Nc2ccccc2F)nc(NC2CCCCC2)c1[N+](=O)[O-] | i | 39.8 | + | 5.3*

Main list, from the first entry:
canonical_smiles | T cell modulator | T cell modulator vesicle-bound % | Myeloid diff MLP | Myeloid diff MLP GFP+ MAC1+ %
CN(CC(=O)NCC(c1ccco1)N1CCCCC1)S(=O)(=O)c1ccc(Cl)cc1 (centres undefined) | i | 19.6 | i | 0.3
O=C(COC(=O)c1ccc(O)cc1)Nc1ccc(S(=O)(=O)N2CCCC2)cc1 | i | 7.2 | i | 0.4
Nc1nc(Nc2ccccc2F)nc(NC2CCCCC2)c1[N+](=O)[O-] | i | 39.8 | + | 5.3*
O=C(/C=C/Nc1ccc(Br)cn1)c1cccc(OC(F)F)c1 | i | 13.0 | i | 0.5
COc1ccc(CN2CCN(S(=O)(=O)c3ccccc3)CC2)c(OC)c1OC | i | 30.1 | i | 0.3
CCc1ccc(C(=O)C(C)OC(=O)c2cccc(S(=O)(=O)N3CCOCC3)c2)cc1 (centres undefined) | i | 38.3 | i | 1.1
O=C1CCC(C(=O)N2CCCCCCC2)CN1Cc1cccc(C(F)(F)F)c1 (centres undefined) | i | 16.5 | i | 0.7
NC[C@H](Cc1ccccc1)NCCCCC1CCCCC1 | i | 32.5 | i | 0.9
COc1ccc2c(c1OC)C(=O)N(c1ccc(OCc3ccccc3)cc1)C2=O | i | 43.8 | i | 1.1
COc1cc(NC(=O)c2ccccc2[N+](=O)[O-])ccc1NC(=O)c1cc2ccccc2o1 | i | 33.3 | ? | /
CC1=CC(c2ccc(Cl)cc2)n2ncnc2N1 (centres undefined) | i | 13.3 | i | 0.9
CCOc1ccc(OCCC(=O)N(CCCOC)c2c(N)n(Cc3ccccc3)c(=O)[nH]c2=O)cc1 | i | 21.7 | i | 0.6
O=C(N/C(=C/c1ccccc1Cl)C(=O)N1CCOCC1)c1ccccc1 | i | 40.3 | i | 0.7
C=CCn1c(SCC(=O)N(C)C2CCCCC2)nnc1C1CC1 | i | 29.1 | i | 0.4
C=CCNc1nc(Cl)nc(NCc2ccco2)n1 | i | 56.8 | i | 0.8
CCC(C)Sc1nc2c(cnn2-c2ccc(F)cc2)c(=O)[nH]1 (centres undefined) | i | 22.9 | i | 0.4
O=[N+]([O-])c1ccc(S(=O)(=O)NCCCc2ccccc2)cc1 | i | 29.3 | i | 0.4
CN(C(=O)COC(=O)c1cc(S(=O)(=O)N2CCOCC2)ccc1Cl)C1CCS(=O)(=O)C1 (centres undefined) | i | 24.5 | i | 0.6
CCCCn1c(SCC(=O)NC2CCCC2)nc2ccccc2c1=O | i | 27.9 | i | 0.4
CCOC(=O)c1ccc(Nc2cc3ccccc3c(=O)[nH]2)cc1 | i | 25.5 | i | 1.3
Cc1nc(C)c(C(=O)OCC(=O)NCCc2ccc(S(N)(=O)=O)cc2)s1 | i | 8.6 | i | 1.0
CC(C)(O)CCc1c(-c2ccc(O)cc2O)oc2c3c(cc(O)c2c1=O)OC(C)(C)C=C3 | i | 29.5 | i | 1.9
CN(Cc1ccccc1)C(=O)c1[nH]cnc1C(=O)NCc1ccccc1 | i | 20.3 | i | 1.8
CCCCNc1c(C(=O)OCC)c(C)nc2c1cnn2CC | i | 32.4 | i | 1.3
CC[C@@H](C)[C@@H]1CN([C@@H](CN2CCC[C@H]2CN2C(N)=NC[C@H]2CC(C)C)C(C)C)C(=N)N1CCCC1CCCC1 | i | 18.5 | i | 0.3
C[C@H](CO)N1C[C@H](C)[C@@H](CN(C)S(=O)(=O)c2ccccc2)Oc2ccc(NS(=O)(=O)c3cn(C)cn3)cc2C1=O | i | 9.9 | i | 1.3
COc1ccc(/C(C)=N/NC(=O)CNC(=O)c2cccnc2)cc1 | i | 27.0 | i | 0.8
C[C@H](CCC(=O)NCC(=O)O)[C@H]1CC[C@H]2C3[C@H](O)C[C@@H]4C[C@H](O)CC[C@]4(C)[C@H]3C[C@H](O)[C@]12C (some centres undefined) | i | 25.3 | i | 6.8
CC1CCC2(CC1)NC(=O)N(CC(=O)c1ccc(CNC(=O)C(C)(C)C)s1)C2=O (centres undefined) | i | 1.4 | i | 1.1
Cc1ccc(C)c(SCC(=O)OCC(=O)NCCNC(=O)COC(=O)CSc2cc(C)ccc2C)c1 | i | 25.9 | i | 0.6

A portion from further up, as a working copy:
canonical_smiles | T cell modulator | T cell modulator vesicle-bound % | Myeloid diff MLP | Myeloid diff MLP GFP+ MAC1+ %
CN(CC(=O)NCC(c1ccco1)N1CCCCC1)S(=O)(=O)c1ccc(Cl)cc1 (centres undefined) | i | 19.6 | i | 0.3
O=C(COC(=O)c1ccc(O)cc1)Nc1ccc(S(=O)(=O)N2CCCC2)cc1 | i | 7.2 | i | 0.4

The list goes on.
canonical_smiles | T cell modulator | T cell modulator vesicle-bound % | Myeloid diff MLP | Myeloid diff MLP GFP+ MAC1+ %
COc1ccccc1N1CCN(C(=O)C2Cc3ccccc3CN2C(=O)c2ccco2)CC1 (centres undefined) | i | 29.6 | i | 0.8
CS(=O)(=O)c1ccc(Cl)c(NC(=O)c2cc(=O)[nH]c3ccc(S(=O)(=O)N4CCOCC4)cc23)c1 | i | 40.3 | i | 0.9
COC(=O)C1CCN(C(=O)NC2CC(=O)N(c3ccc4c(c3)OCCO4)C2)CC1 (centres undefined) | i | 56.3 | i | 1.2
C=CC[C@@H](CC(=O)N[C@H](CO)Cc1ccccc1)C(=O)N[C@H](C)COC(=O)[C@@H](CC=C)Cc1ccc(F)cc1 | i | 56.8 | i | 1.1
O=C(CN1C(=O)NC2(CCCC2)C1=O)Nc1cc(Cl)ccc1N1CCOCC1 | i | 28.6 | i | 0.7
N#Cc1cc(C#N)c(SCC(=O)N2CC(=O)Nc3ccccc32)nc1N | i | 33.4 | i | 1.4
O=C(OCCOc1ccc(Br)cc1)c1ccc(Cl)c(S(=O)(=O)N2CCOCC2)c1 | i | 43.2 | i | 1.2
CCN(C(=O)CSc1nnc(-c2ccco2)n1Cc1ccccc1)C1CCS(=O)(=O)C1 (centres undefined) | i | 31.0 | i | 0.4
CCc1noc(C)c1C(=O)OCC(=O)Nc1cccc(C)c1 | i | 2.8 | i | 1.0
Cc1cc(C)c(C#N)c(OCC(=O)Nc2ccccc2)n1 | i | 44.0 | i | 0.7
CN(C/C=C/c1ccccc1)Cc1cccc2ccccc12 | i | 16.3 | i | 1.8
O=C(NCc1ccccn1)c1cccc(S(=O)(=O)Nc2ccc(SC(F)F)cc2)c1 | i | 29.1 | i | 1.4
CC(NC(=O)CSc1ncccn1)c1ccc2c(c1)OCO2 (centres undefined) | i | 53.3 | i | 1.4
COc1cc(C=NNC(=O)c2ccc(NS(=O)(=O)c3cccs3)cc2)cc(Br)c1O | i | 43.0 | i | 0.9
c1ccc(C2CNCCc3ccccc32)cc1 (centres undefined) | i | 54.0 | i | 0.4
O=C(C[n+]1cc(Br)cc(Br)c1)c1ccc(-c2ccccc2)cc1 | i | 46.2 | i | 0.3
O=C(Nc1ccccc1N1CCOCC1)c1cccc(S(=O)(=O)N2CCOCC2)c1 | i | 41.1 | i | 0.8
CC1(C)S[C@@H]2[C@H](NC(=O)COc3ccccc3)C(=O)N2C1C(=O)OCC1CCCCC1 (some centres undefined) | i | 47.0 | i | 1.4
COc1ccc(S(=O)(=O)N2CCOCC2)cc1NC(=O)c1ccc2c(c1)OCO2 | i | 30.1 | i | 0.9
O=S(=O)(NCCCNS(=O)(=O)c1c(F)cccc1F)c1ccc2c(c1)OCCO2 | i | 28.2 | i | 3.4
CC(OC(=O)CNC(=O)c1ccc(F)cc1)C(=O)Nc1ccc(S(=O)(=O)N2CCOCC2)cc1 (centres undefined) | i | 19.7 | i | 0.1
COC(=O)CCNS(=O)(=O)c1ccc2nsnc2c1 | i | 15.3 | i | 2.0
CC1CCN(C(=O)c2ccccc2SCC(=O)NCC2CCCCC2)CC1 | i | 40.4 | i | 1.8
NC(=O)c1cc([N+](=O)[O-])c(Cl)cc1NCc1cccnc1 | i | 27.1 | i | 1.5
CC(=O)N1CCN(C(=O)COc2ccc3oc4c(c3c2)CCCC4)CC1 | i | 38.0 | i | 0.7
Cc1cccc(NC(=O)CNC(=O)c2cccc(-n3cccc3)c2)c1C | i | 21.8 | i | 0.8
COc1ccc([C@H]2CC(=O)C=C(c3ccccc3)C2)cc1 | i | 58.7 | i | 1.5
COc1cccc(CN(C)Cc2c(O)ccc3ccccc23)c1 | i | 11.8 | i | 0.8
CCCCN(CC)CCCNC(=O)c1cc2cc3ccc(C)cc3nc2o1 | i | 39.9 | i | 0.2
O=C(CN1CCN(c2ccccc2O)CC1)Nc1ccnn1C1CCCC1 | i | 5.8 | i | 0.4

canonical_smiles | T cell modulator | T cell modulator vesicle-bound % | Myeloid diff MLP | Myeloid diff MLP GFP+ MAC1+ %
CC1(c2ccc(OC(F)F)cc2)NC(=O)N(CC(=O)Nc2ccc3[nH]c(=O)[nH]c3c2)C1=O (centres undefined) | i | 23.1 | i | 1.1
Cc1ccc(NC(=O)c2nc[nH]c2C(=O)NCCCCNC(=O)c2[nH]cnc2C(=O)Nc2ccc(C)cc2)cc1 | i | 16.9 | i | 0.5
O=C(NC1=NCCS1)c1ccccc1Br | i | 37.9 | i | 0.5
O=C(c1ccc(NS(=O)(=O)c2ccc(F)cc2)cc1)N1CCCCCC1 | i | 40.1 | i | 0.6
CC1(c2ccc(Cl)cc2Cl)NC(=O)N(CC(=O)NC2CCCCC2)C1=O (centres undefined) | i | 28.1 | i | 0.2
CC(=O)c1cccc(NC(=O)CSc2n[nH]c(=O)n2C2CC2)c1 | i | 51.5 | i | 0.8
COc1ccc([C@H]2CC(=O)C=C(c3ccccc3-c3ccccc3)C2)cc1 | i | 7.1 | i | 1.2
CCOc1ccccc1N(CC(=O)NCCc1ccc(OC)c(OC)c1)S(=O)(=O)c1ccccc1 | i | 29.2 | i | 0.2
COc1ccc(C)cc1S(=O)(=O)N1CCN(C/C=C/c2ccccc2)CC1 | i | 42.1 | i | 0.3
CC(C)CCn1c(SC(C)C(=O)NC2CC2)nc2ccccc2c1=O (centres undefined) | i | 46.9 | i | 0.7
Cc1csc(=O)n1CCC(=O)OC(C)C(=O)Nc1ccc(N2CCOCC2)cc1 (centres undefined) | i | 38.7 | i | 0.3
Clc1nc(-c2ccccc2)ncc1Oc1ccccc1 | i | 27.5 | i | 0.2
O=C(CCCCCCC(=O)Nc1ccccc1)NO | i | 36.7 | ? | /
O=C(Nc1cccc(S(=O)(=O)N2CCCC2)c1)c1cc(S(=O)(=O)N2CCOCC2)ccc1F | i | 24.4 | i | 0.5
C[C@@H]1CCC[C@]2(O[C@@H](CCO)C[C@H](O)[C@H]2O)O1 | i | 3.9 | i | 0.9
CN(C(=O)COC(=O)c1ccc2ccccc2n1)c1ccccc1 | i | 30.2 | i | 1.0
COc1ccc2c(c1)[C@H]1[C@H](CO2)[C@H](c2ccccc2)[C@]2(C)C(=O)Nc3cc(Cl)ccc3C(=O)N12 | i | 18.8 | i | 0.6
CN(CCOc1ccc(Cl)cc1)C(=O)CN1C(=O)NC2(CCCCC2)C1=O | i | 26.6 | i | 1.0
COc1ccccc1CCNC(=O)c1cccc(S(=O)(=O)NCc2ccccc2)c1 | i | 34.9 | i | 0.6
COc1ccc(CCNC(=O)CNCCc2ccc(F)cc2)cc1 | i | 58.7 | i | 0.6
Cc1ccc(C(=O)N(C)CC(=O)Nc2ccc(Cl)c(C(F)(F)F)c2)cc1S(=O)(=O)N1CCCCC1 | i | 3.8 | i | 0.4
COc1ccc(C(=O)NCc2cccnc2)cc1C(=O)NCc1cccnc1 | i | 15.3 | i | 1.4
[O-][n+]1ccc(OCc2ccccc2)cc1 | i | 34.0 | i | 0.7
Cc1ccc(C)c(NC(=O)COC(=O)c2ccc3ccccc3n2)c1 | i | 39.9 | i | 1.0
Cc1cc(C)c(C)c(S(=O)(=O)N2CCN(C(=O)c3ccccn3)CC2)c1C | i | 26.6 | i | 3.1
O=C(COC(=O)c1ccccc1O)NC1CCCc2ccccc21 (centres undefined) | i | 48.6 | i | 1.4
COc1ccc(NC(=O)COC(=O)c2ccc3c(c2)OCCO3)cc1OC | i | 39.2 | i | 0.4
C[C@@]12C(=O)N(Cc3ccccc3)CC(=O)N1[C@H]1c3ccccc3OC[C@@H]1[C@@H]2c1ccccc1 | i | 32.1 | i | 2.3
O=C(NCC(c1ccccc1Cl)N1CCCC1)C1CCN(C(=O)Nc2ccccc2)CC1 (centres undefined) | i | 8.5 | i | 0.7
c1ccc(NC2=NCCN2CC2CCCCC2)cc1 | i | 49.2 | i | 0.9
CCCN(C(=O)CSc1n[nH]c(-c2ccc(OC)cc2)n1)c1c(N)n(Cc2ccccc2)c(=O)[nH]c1=O | i | 31.1 | + | 0.5*

Screening data: PubChem, NMMLSC

The list is partial (hit frequency here may not be typical).
